Source: PubChem BioAssay
NF-kB expr up – compounds increasing NF-kB expression in human neuronal cells; NF-kB reporter expression; hits give high values; fold change at 12.5 µM; 190,000 tested, 1.6% active; in the data active = fold change above about 3.3
bIAP activator – intestinal alkaline phosphatase (bovine) activation. purified bovine IAP, CDP-star luminescence, 30 min; hits give high values; fold of DMSO-control signal, blank-subtracted. activation factor at 20 µM. 200,000 tested, 0.17% active. AID 1016;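 active = activation factor of 2 or more at 20 µM, a signal rise over negative controls twice the positive control's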
TNAP act hi DEA – increases human TNAP activity under high phosphate acceptor concentration | P05186 | purified TNAP, CDP-star luminescence, 1 M DEA, 30 min; hits give high values; 0 = EDTA background, 1 = DMSO-only activity | activation factor at 20 µM | 200,000 tested, under 10 active | AID 1136;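 active = activation factor at least 2 at 20 µM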
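Test system – human TNAP · Doses – 20 µM single point · Incubation – 30 min, room temperature · Signal – luminescent substrate turnover signal · Read-out basis – activation factor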
PMI act hi M6P – increases human PMI activity with near-saturating mannose 6-phosphate; 190,000 tested, 0.34% active; AID 1216; activation factor at 20 µM; coupled PMI enzyme assay, resazurin fluorescence, 20 min; hits give high values; 1 = untreated enzyme, 0 = substrate-free blank;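 active = activation factor of 2 or more at 20 µM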
Target sequence (P34949 whole entry, looked up): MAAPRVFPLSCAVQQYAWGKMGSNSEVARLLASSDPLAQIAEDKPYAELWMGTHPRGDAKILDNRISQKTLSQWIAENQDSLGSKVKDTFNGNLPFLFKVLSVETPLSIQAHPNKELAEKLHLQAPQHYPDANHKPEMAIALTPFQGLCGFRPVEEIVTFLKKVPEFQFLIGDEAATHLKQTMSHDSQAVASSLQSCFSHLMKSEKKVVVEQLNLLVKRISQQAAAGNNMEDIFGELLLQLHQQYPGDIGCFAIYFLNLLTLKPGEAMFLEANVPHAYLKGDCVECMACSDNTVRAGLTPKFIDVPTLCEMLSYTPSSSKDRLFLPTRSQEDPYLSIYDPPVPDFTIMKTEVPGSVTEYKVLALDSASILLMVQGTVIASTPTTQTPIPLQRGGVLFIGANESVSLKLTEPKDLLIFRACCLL
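Test system – human PMI in coupled enzyme assay · Timing – 20 min incubation at room temperature · Detection – Diaphorase-driven resazurin-to-resorufin fluorescence, excitation 544, emission 590 nm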
TNAP inh hi DEA – inhibitors of human TNAP at high phosphate acceptor concentration. inhibition, % at 20 µM. purified TNAP, CDP-star luminescence, 1 M DEA. P05186. 200,000 tested, 0.03% active;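 active = over 50% inhibition of tissue-nonspecific alkaline phosphatase at 20 µM in the single-dose screen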;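 also: plate controls were DMSO wells for no effect and EDTA-quenched wells as full inhibition for full effect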
TNAP inh noacc – inhibitors of human TNAP without phosphate acceptor; P05186; purified TNAP, CDP-star luminescence, 30 min; inhibition, % at 20 µM; 200,000 tested, 0.26% active; AID 1012;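 active = tissue-nonspecific alkaline phosphatase inhibition above about 50% at 20 µM in the single-dose screen, limit read from the data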;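 also: 0% = DMSO negative control and 100% = EDTA positive control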
PMI activator – activators of human phosphomannose isomerase; P34949; purified human PMI, coupled resazurin fluorescence, 20 min; hits give high values; 1 = vehicle control, 0 substrate-free wells; activation factor at 20 µM; 190,000 tested, 0.005% active;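 active = activation factor of 2 or more at 20 µM, relative to plate controls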
FLuc act counter – firefly luciferase counter-screen for stimulation assays; ATPlite luciferase biochemical, luminescence, 10 min; 0 = ATP-free wells, 1 = DMSO control; AID 1027; 200,000 tested, under 10 active; P08659; activation factor at 10 µM;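 active = luciferase activation factor, scaled between plate controls, of at least 2 with compound at 10 µM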
Target sequence (P08659 whole entry, looked up): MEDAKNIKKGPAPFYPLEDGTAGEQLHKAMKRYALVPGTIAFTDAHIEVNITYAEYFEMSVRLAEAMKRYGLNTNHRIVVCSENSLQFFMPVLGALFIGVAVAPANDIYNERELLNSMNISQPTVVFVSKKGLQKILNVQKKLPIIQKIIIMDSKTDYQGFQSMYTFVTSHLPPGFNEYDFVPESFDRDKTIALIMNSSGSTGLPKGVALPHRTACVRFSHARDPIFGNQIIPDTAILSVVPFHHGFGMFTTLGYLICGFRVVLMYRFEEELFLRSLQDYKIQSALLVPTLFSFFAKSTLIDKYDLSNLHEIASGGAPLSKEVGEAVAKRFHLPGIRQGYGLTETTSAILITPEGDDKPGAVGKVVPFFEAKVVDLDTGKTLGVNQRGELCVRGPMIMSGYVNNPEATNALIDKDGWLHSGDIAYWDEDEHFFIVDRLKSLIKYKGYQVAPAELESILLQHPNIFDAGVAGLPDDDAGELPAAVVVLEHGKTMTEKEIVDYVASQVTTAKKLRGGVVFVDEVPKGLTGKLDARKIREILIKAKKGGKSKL
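assay system = Luciferase/luciferin detection reagent, cell-free biochemical luciferase assay | also added = ATP substrate | times = 10 min post-reagent at room temperature | measured by = luminescence from luciferase reaction | measure = luciferase activation, seen as luminescence increase over controls | benchmarks = low control with PBS replacing ATP, high control enzyme plus ATP without compound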
FLuc inhib CS – Photinus pyralis luciferase inhibition counter-screen. P08659. ATPLite firefly luciferase biochemical luminescence, 10 min. inhibition, % at 10 µM. 200,000 tested, 1.5% active;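 active = inhibition above about 50% when tested at 10 µM, limit read from the data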
APP 5'UTR act – activates APP 5'UTR luciferase reporter. 190,000 tested, 1% active. SH-SY5Y APP 5'UTR luciferase reporter, luminescence; zero percent = DMSO vehicle wells. activation, % at 2 µM;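 active = activation above a set limit, based on mean plus 3 SD of controls, cut at about 140% in these data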; also: values of inactives mirror those of a sister screen read the other way
Starred values were filed as active, the others as inactive; . = not tested or not shown. Not a hit list; 3.6% or so of the library scored in one or more.

SMILES	NF-kB expr up	bIAP activator	TNAP act hi DEA	PMI act hi M6P	TNAP inh hi DEA	TNAP inh noacc	PMI activator	FLuc act counter	FLuc inhib CS	APP 5'UTR act
COC(=O)c1ccc(NC(=O)Cn2cnc3c(nnn3-c3cccc(OC)c3)c2=O)cc1	1.3	0.9	1	1	-3	-4	1	1	-5	-14
Cc1ccc2nc(-c3ccc(NC(=S)NC(=O)CC(C)C)cc3)sc2c1	1.4	0.9	1	1	-1	-6	1	1	0	79
CCN(CC)CCCNC(=O)Cn1ncc2c(=O)oc3ccc(C)cc3c21	1.1	1.1	1	0.9	1	-8	1	1	-2	9
c1ccc(Oc2ccc(-c3ccnc4nc(N5CCOCC5)nn34)cc2)cc1	0.96	0.9	1	0.9	-5	-3	0.9	1.1	-9	-12
CC(=O)N/C(=C\c1ccccc1)C(=O)OCC(=O)N(C)C1CCCCC1	1.1	0.9	1	1.1	2	0	1	1	3	27
COc1ccc(OCC(=O)NNC(=O)c2cccs2)cc1	1	1.1	1	1	-3	2	1.1	1	-5	-4
CCC1(Cc2ccccc2)NC(=O)c2ccccc2O1 (configuration not stated)	1.1	0.9	1	1	2	-8	1	1	0	-12
COC(=O)CSc1nnc(CSc2nc(C)cc(C)n2)o1	1.2	0.8	1	1.1	-4	-15	1.1	1	-4	-4
CC(C)NC(=S)N1CCN(c2ncccn2)CC1	1.2	0.5	1	1	-3	-8	1	1	-3	14
COCCNc1nc2nonc2nc1N1CCCC1c1nccs1 (configuration not stated)	1.1	0.9	1.1	0.8	-7	-17	1	1	-2	2
O=C(Nc1ccc(S(=O)(=O)N2CCCC2)cc1)C1CC(=O)N(c2ccccc2)C1 (configuration not stated)	1.2	1.1	1	0.9	-2	-8	0.9	1.1	-6	12
Cc1ccc(C2(c3ccc(C)cc3)CC2C(=O)NCc2cccnc2)cc1 (configuration not stated)	1.3	1	1.1	1	-6	-12	1	1	-4	-9
O=C(CN1C(=O)NC2(CCCCCC2)C1=O)NCc1cccs1	0.94	0.9	1	1.1	1	-5	1.1	1	-3	-1
CCN(CC)C(=O)C(C)N(C#N)c1nc(C)cc(C)n1 (configuration not stated)	1.1	1	1	1	2	-10	1	1.1	-5	-4
Cc1ccc(Cn2c(SCC(C)C)nc3c2c(=O)[nH]c(=O)n3C)cc1	1.4	0.9	1.1	1.1	-9	2	1.1	1.1	-11	4
CC1(C)CC(NC(=O)Cc2ccccc2[N+](=O)[O-])CC(C)(C)N1	1	1	1	1	0	-4	1	1	-3	-5
OC(Cn1cncn1)(c1ccccc1)c1ccccc1	1	0.8	1	1	-2	-10	0.9	1	-5	-1
COc1cccc(-n2c(SCC(=O)Nc3nccs3)nnc2-c2ccoc2C)c1	0.99	0.9	1.1	1	-6	-8	1	1	-3	13
Cc1cc(=O)n2nc(N3CCCC(C(=O)N4CCN(C)CC4)C3)sc2n1 (configuration not stated)	1	0.9	1	1.1	-5	-10	1	1	1	-10
Cc1nnc(N(C(=O)c2cnccn2)c2ccccc2)s1	1.1	1	1	0.9	-4	-8	1.1	1.1	-5	8
CC12CCC(C(=O)n3c1nc1ccccc13)C2(C)C (configuration not stated)	1.3	0.9	1	1	-5	-13	1	1	-4	11
O=C(NCCCc1nc2ccccc2[nH]1)c1ccc(F)cc1	1.2	1	1	1.1	-1	-17	1.1	1.1	-6	-1
Cn1c(Cn2c(=O)sc3ccccc32)nnc1SCC(=O)N1CCCCCC1	1	0.9	1.1	1.1	-7	-11	1.1	1	-4	-25
COCCn1c(N2CCN(c3ccc(OC)cc3)CC2)nc2c1c(=O)[nH]c(=O)n2C	1.1	1	1	1	0	-3	1	1	-4	7
Cc1ccc(/C=[N+](/C)[O-])cc1	1.1	1.1	1	1.2	1	-4	1.4	1	-2	15
CCOC(=O)c1c(C)[nH]c(C(=O)OCC(=O)N(C)C2CCS(=O)(=O)C2)c1C (configuration not stated)	1.6	0.9	1	1.1	-3	-14	1	1	-4	8
Cc1cn([C@H]2C[C@H](N=[N+]=[N-])[C@@H](CO)O2)c(=O)[nH]c1=O	0.95	0.8	1	1.1	-2	-10	1.1	1.1	-8	0
Cc1cc(NC(=O)C(C)C)ncc1NC(=O)c1cccc(F)c1	1.1	1	1.1	1.1	-6	1	1.1	1	-3	3
O=C1CC(c2ccccc2)n2nc(NC(=O)c3cccnc3)nc2N1 (configuration not stated)	1.2	1.1	1	1	-2	-8	1	1	-2	-5
CCN(CC(=O)NCc1ccc(F)cc1)CC(O)COCc1cccc(OC)c1 (configuration not stated)	1	1	1.1	0.9	-7	-10	1	1	-3	10
COc1cccc(-n2nnc3c(=O)n(Cc4ccc(F)cc4)cnc32)c1	1	1	1	1	-1	-8	0.9	1	-3	11
O=c1c2c(ncn1Cc1ccccc1)nc1n2CCC1	1.2	1	1	0.9	3	0	0.9	1	2	9
Cc1ccc(-c2cc(=O)c3ccc(Cl)cc3[nH]2)cc1	1.3	0.9	1.1	1	-8	-13	0.9	1.1	-6	13
CCOC(=O)N1CCC(NC(=O)c2cc(C(=O)Nc3ccc(OCC)cc3)ccc2CO)CC1	1.1	1	1.1	1	-7	-19	1	1.1	-6	9
CCc1ccccc1N(C(=O)CCC(=O)Nc1cc(C)on1)C(C(=O)NC1CCCC1)c1ccco1 (configuration not stated)	.	0.7	1	0.9	-3	-10	1	1	-4	.
Cc1nn(-c2ccccc2)c(N2CCCC2)c1/C=N/NC(=O)c1cc(-c2cccs2)nc2ccccc12	0.59	0.9	1	0.9	-3	-7	0.8	1	-4	14
Nc1nc(SCc2c(F)cccc2Cl)[nH]c(=O)c1-c1ccccc1	1.6	1	1	0.9	-2	-8	0.9	1	-3	-3
CC(C)C1Cc2c(sc3c2c(=O)n(Cc2ccccc2)c2nncn32)CO1 (configuration not stated)	0.91	1.1	1.1	0.9	-5	-3	0.9	1	-3	-1
CC1(C)CC(=O)C=C(N2CCNCC2)C1	1.3	0.9	1	1	-2	-10	1	1.1	-8	2
Fc1ccc2nc(Nc3nc4c(F)cccc4s3)sc2c1	1.3	0.9	1	1	-4	-102	1	1	0	20
CC(=O)NCCCC(=O)NN1C(=S)N(Cc2ccccc2)C(=O)C1CC(=O)Nc1cccc(C)c1 (configuration not stated)	1.1	1.1	1	1	1	-16	1	1	-1	14
COc1cccc(C(=O)NNC(=O)C(=O)N2CCCCC2)c1	1.4	1.1	1.1	0.9	-7	-10	0.9	1.1	-6	-5
Cc1ccc(C(=O)C2CCOC(C)(C)C2)cc1 (configuration not stated)	1.2	1.2	1.1	0.9	-6	-9	0.9	1	-3	5
CCn1cc(C(=O)N2CCc3ccccc3C2)c(=O)c2cc(S(=O)(=O)N3CCCCC3)ccc21	1.1	0.9	1	0.9	-2	-3	0.9	1	-2	-7
CCn1c(=N)n(CC(O)COc2cccc(C)c2)c2ccccc21 (configuration not stated)	0.82	1	1.1	1	-6	-6	1	1	-5	-2

10 structures out of the list, sorted by number of heavy atoms, falling.
SMILES	NF-kB expr up	bIAP activator	TNAP act hi DEA	PMI act hi M6P	TNAP inh hi DEA	TNAP inh noacc	PMI activator	FLuc act counter	FLuc inhib CS	APP 5'UTR act
Cc1nn(-c2ccccc2)c(N2CCCC2)c1/C=N/NC(=O)c1cc(-c2cccs2)nc2ccccc12	0.59	0.9	1	0.9	-3	-7	0.8	1	-4	14
CC(=O)NCCCC(=O)NN1C(=S)N(Cc2ccccc2)C(=O)C1CC(=O)Nc1cccc(C)c1 (configuration not stated)	1.1	1.1	1	1	1	-16	1	1	-1	14
O=C(Nc1ccc(S(=O)(=O)N2CCCC2)cc1)C1CC(=O)N(c2ccccc2)C1 (configuration not stated)	1.2	1.1	1	0.9	-2	-8	0.9	1.1	-6	12
CC(=O)N/C(=C\c1ccccc1)C(=O)OCC(=O)N(C)C1CCCCC1	1.1	0.9	1	1.1	2	0	1	1	3	27
CCn1c(=N)n(CC(O)COc2cccc(C)c2)c2ccccc21 (configuration not stated)	0.82	1	1.1	1	-6	-6	1	1	-5	-2
CC1(C)CC(NC(=O)Cc2ccccc2[N+](=O)[O-])CC(C)(C)N1	1	1	1	1	0	-4	1	1	-3	-5
COc1ccc(OCC(=O)NNC(=O)c2cccs2)cc1	1	1.1	1	1	-3	2	1.1	1	-5	-4
CCN(CC)C(=O)C(C)N(C#N)c1nc(C)cc(C)n1 (configuration not stated)	1.1	1	1	1	2	-10	1	1.1	-5	-4
Cc1cn([C@H]2C[C@H](N=[N+]=[N-])[C@@H](CO)O2)c(=O)[nH]c1=O	0.95	0.8	1	1.1	-2	-10	1.1	1.1	-8	0
Cc1ccc(C(=O)C2CCOC(C)(C)C2)cc1 (configuration not stated)	1.2	1.2	1.1	0.9	-6	-9	0.9	1	-3	5

Next section:
SMILES	NF-kB expr up	bIAP activator	TNAP act hi DEA	PMI act hi M6P	TNAP inh hi DEA	TNAP inh noacc	PMI activator	FLuc act counter	FLuc inhib CS	APP 5'UTR act
O=C(Nc1ccccc1)c1ccc(-c2ccccc2C(F)(F)F)o1	1.8	0.7	1	0.9	2	-4	0.9	1	4	51
O=C(CSc1nnc(SCC(=O)c2ccco2)s1)c1ccco1	1.2	0.9	1	1	4	-2	1	1	2	7
Cc1nnc(C)n1/N=C/c1ccccn1	0.98	0.9	1.1	0.9	-5	-14	0.9	1	-4	2
O=[N+]([O-])c1ccccc1/C=N/n1c(-c2cccnc2)n[nH]c1=S	0.96	0.4	1	1	1	-1	1	1	2	-1
Cc1nc2ccccc2c(=O)n1NC(=O)c1c(O)c2ccccc2n(C)c1=O	.	0.9	1	0.9	-3	-7	0.9	1	-3	.
CC(C)C(=O)Nc1ccc(C(=O)Nc2nnc(C(C)C)s2)cc1	1.8	1	1	1	-1	-4	1	1	-2	47
CC(C)C(C)NC(=O)COC(=O)/C=C/c1ccc(S(=O)(=O)N2CCc3ccccc32)cc1 (configuration not stated)	1.1	1	1	1.1	-4	-6	1.1	1	-3	2
COc1ccc(NC(C)=O)cc1NC(=O)CSc1nnc(-c2ccccc2)n1N	1.1	1	1	1	-4	-6	1	1.1	-7	-17
Cc1cc2ncn(CCOc3ccccc3)c2cc1C	2.3	0.9	1	1	0	0	1	1	-1	58
CCOC(=O)C(NC(=O)Nc1ccc(F)cc1)(OCC)C(F)(F)F (configuration not stated)	1.7	0.9	1	0.9	1	-5	0.8	1	0	13
CCOC(=O)C1CCN(Cc2ccccc2C)CC1	1	1.1	1.1	1.1	-5	-10	1	1	-4	-13
CCN(C(=O)c1ccc(Cl)cc1[N+](=O)[O-])c1ccccc1C	1	1.3	1.1	1.1	-6	-9	1	1	-4	2
COC(=O)CN(n1cnnc1)S(=O)(=O)c1ccccc1Cl	1	0.9	1	1	3	3	0.9	1.1	-6	-1
CCc1sc(C(=O)Nc2ccccc2N2CCOCC2)cc1C	1	0.9	1	1	-1	-4	1	1	2	-15
Cc1cc(N2CCN(Cc3ccccc3)CC2)n2nc(C)c(-c3ccccc3)c2n1	0.91	1	1.1	1	-7	-4	0.9	1	0	11
O=C(Cn1cnc2c(nnn2Cc2ccc(F)cc2)c1=O)N1CCCc2ccccc21	1.2	1	1	0.9	1	-4	1.1	1	-5	4
Cc1cc(NC(=O)c2cnn3c(C(F)F)cc(-c4ccccc4)nc23)no1	0.94	0.8	1	0.9	-2	-9	0.9	1.1	-8	5
